From PubChem
Dynein cargo inh = inhibitors of GR-EGFP nuclear translocation, primary screen, dynein cargo transport inhibitor project, imaging, high-content, 3617.4 mouse cells; test concentration mostly 20 µM; stimulated with dexamethasone, 1 µM; stronger effect = lower value; z-score, hits read low; hit rate 0.47% among 220,000; AID 1381, 2008;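 active means plate z-score of nuclear minus cytoplasmic receptor signal below a set negative limit, without overly bright fluorescence or cell loss, cut at about -3.5 in these data, passing the limit was not always enough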;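 further: z-score of nuclear minus cytoplasmic ring GR-EGFP intensity difference per well; some compounds called inactive have numbers as strong as hits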
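Buffer or medium: tetracycline-free induction medium containing charcoal-stripped FBS / Reagent: dexamethasone agonist, 1.0 µM final, for 30 min / Technique: automated 10x imaging of fixed Hoechst-stained cells / Times: induction 48 h, compound 1 h, agonist 30 min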
ER stress rescue = rescue of cells from ER stress-induced death, primary screen, 384-well, CSM14.1, thapsigargin, ATP luminescence (AID 1222); CSM14.1 thapsigargin-induced death rescue, ATP luminescence; higher % means a stronger effect; cellular ATP content (survival), % at 20 µM, or EC50 in µM where a hit was titrated; 190,000 tested, under 10 active;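 active means EC50 below 50 µM in the dose-response confirmation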;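 further: death triggered by thapsigargin at about 15 µM added after 2 h compound pretreatment; cell ATP read after overnight thapsigargin exposure of roughly 18 to 22 hours; normalized against plate controls of thapsigargin alone and 5% DMSO vehicle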
T cell HTS = modulators of CD8 T cell-vesicle binding, primary screen, mouse 2C CD8+ T cells, flow cytometry; 2C CD8+ T cell-vesicle binding; stronger effect = lower value; calls only at 7 µM; hit rate 0.068% among 330,000; AID 2052, 2009;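 active means response, share of CD8 T cells binding vesicles, and their 90th percentile fluorescence all below set limits, cut at about 80% in these data, passing the limit was not always enough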
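Material: 2C TCR transgenic mouse naive CD8+ T cells, MACS-purified. Also added: QL9-charged Drosophila Ld/ICAM-1/B7-1 vesicles. Timing: binding 1.5 h at 37 °C. Measured by: high-throughput flow cytometry with anti-B7-1 and anti-CD8 staining. Read-out: percent CD8+ FL2 mean versus row control. Controls: Unloaded micro-vesicles (low), QL9 vesicles with 0.7% DMSO (high).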
Autophagy HCS = autophagy modulators in MEF cells, primary screen, imaging, high-content, MEF GFP-LC3; MEF GFP-LC3 puncta imaging; test concentration mostly 10 µM; calls only at 10 µM (by protocol); hit rate 0.98% among 190,000; AID 463193, 2010;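 active means percentage of spot-positive cells more than 3 SD above its plate mean, without a fluorescence outlier flag or 80% toxicity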;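 further: spot-positive cell cutoff set from DMSO-treated cells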
Ins promoter up = insulin promoter activators in MIN6 cells, imaging, high-content screening, mouse beta cells | MIN6 insulin promoter-GFP reporter; stronger effect = higher value | z-score at 5 µM | hit rate 0.3% among 190,000 | AID 1625, 2009;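 active means z-score above 3 at 5 µM with at least 500 cells counted in the well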
bCat nuc transl = modulators of beta-catenin nuclear translocation, primary screen, imaging, HeLa cells, immunofluorescence, high-content; nuclear translocation activity, % at 5 µM; AID 1665, 2009; hit rate 0.3% among 190,000;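 active means nuclear translocation activity above 50% at 5 µM, with a well cell count of 50 or more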;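 further: per-cell ratio of nuclear to cytoplasmic median beta-catenin stain intensity; plate controls were DMSO negative control for no effect and GSK-3 inhibitor IX positive control for full effect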
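Technique: fluorescence imaging of beta-catenin antibody stain plus DAPI / Material: human HeLa cell line / Incubation: compound treatment 24 h, 37°C, 5% CO2 / Read-out basis: % activation of per-cell nuclear versus cytoplasmic median beta-catenin signal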
PhoP inhibition = inhibitors of PhoP regulon expression, primary screen, Salmonella Typhimurium, GFP reporter (AID 1863). hit rate 0.16% among 300,000. S. Typhimurium PhoP-regulated promoter GFP reporter, 4 h; higher % means a stronger effect. one-dose inhibition, % at 50 µM; IC50 in µM for titrated hits;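 active means inhibition over 29.93%, a cutoff 3 SD above the screen mean, later confirmed by dose response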;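 further: 0% = low Mg2+ inducing control and 100% = high Mg2+ repressing control; strong numbers were not always called active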
MT stabilizer = microtubule stabilizers in HeLa cells, primary screen, imaging, high-content imaging; HeLa tubulin immunostaining HCS, 24 h; share of cells brighter than vehicle mean+2SD; % tubulin-high responders, % at 10 µM; hit rate 0.83% among 200,000;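 active means plate Z-score above 3 for both tubulin-high and condensed-nucleus cell shares, with cell loss under 80%, at 10 µM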;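 further: anti alpha tubulin signal scored within the nucleus-defined area of each cell; some results filed as inactive read as strong as hits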
Hep lipid drop = inhibitors of hepatocyte lipid droplet formation, primary screen, imaging, high-throughput imaging, BODIPY stain; inhibition, % at 6.5 µM; AID 1656, 2009; AML12 mouse hepatocytes, oleate lipid droplets; hit rate 0.4% among 240,000;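 active means lipid droplet intensity inhibited by at least 50%, with more than 500 cells counted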
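System: AML12 hepatocytes (mouse). Probe or stimulus: oleic acid at 100 µM to induce lipid droplet formation. Times: overnight treatment with compound plus oleate. Detection: Image-based BODIPY and DAPI two-channel analysis. Evaluation: percent inhibition of filter-corrected integrated lipid droplet intensity per well.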
Dynein cargo inh cytoplasmic EGFP = also measured in Dynein cargo inh; calls as there; z-score; measured here: cytoplasmic GR-EGFP intensity; stronger effect = higher value
Dynein cargo inh nuclear GR-EGFP = further read-out of Dynein cargo inh, marked with its call; z-score; measured here: nuclear GR-EGFP intensity;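 lower value marks the stronger effect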
Dynein cargo inh cell count = further read-out of Dynein cargo inh, marked with its call; z-score; measured here: cell count per field
Ins promoter up cell count = also measured in Ins promoter up; calls as there; cell count; measured here: cytotoxicity, nuclei count;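 total cells summed across four imaged fields per well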
Hep lipid drop cells 6.5 µM = second read-out of Hep lipid drop, no call of its own (marks repeat the call); cell count; measured here: cell count, cytotoxicity flag;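 cells counted across two imaged fields per well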
bCat nuc transl cell count 5 µM = second read-out of bCat nuc transl, no call of its own (marks repeat the call); cell count; measured here: cell count, cytotoxicity flag
T cell HTS vesicle-bound % = further read-out of T cell HTS, marked with its call; double positive events, %; measured here: CD8+ vesicle-bound cell fraction;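 binding gate set so that unloaded-vesicle control wells show 10% double positive cells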
MT stabilizer Hoechst-high % = recorded beside MT stabilizer, whose call it bears; % Hoechst-high responders; measured here: nuclear condensation Hoechst responders;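 share of cells brighter than vehicle mean plus two SD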
MT stabilizer cytotoxicity % = second read-out of MT stabilizer, no call of its own (marks repeat the call); toxicity, %; measured here: cytotoxicity by cell density;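 0% = mean cell density of plate MIN control wells and 100% = no cells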
Autophagy HCS cell loss 18 h = also measured in Autophagy HCS; calls as there; toxicity, %; measured here: cell loss, nuclei count;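 cell loss after 18 h compound exposure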
The depositor's hits bear a star; i = inactive; / = not tested or not shown.

SMILES	Dynein cargo inh	Dynein cargo inh cytoplasmic EGFP	Dynein cargo inh nuclear GR-EGFP	Dynein cargo inh cell count	ER stress rescue	T cell HTS	T cell HTS vesicle-bound %	Autophagy HCS	Autophagy HCS cell loss 18 h	Ins promoter up	Ins promoter up cell count	bCat nuc transl	bCat nuc transl cell count 5 µM	PhoP inhibition	MT stabilizer	MT stabilizer Hoechst-high %	MT stabilizer cytotoxicity %	Hep lipid drop	Hep lipid drop cells 6.5 µM
N#Cc1ccccc1S(=O)(=O)Nc1ccc2c(c1)C(=O)OC2	-0.43	-0.251	0.398	-0.176	/	i	22.6	/	/	-0.54	1119	0.4	1254	-33.2%	/	/	/	1.9	751
O=C(CO/N=C/c1ccc(Cl)cc1Cl)NNC(=O)c1ccc(Cl)cc1Cl	-0.463	-0.265	0.187	-0.0505	/	i	53.7	/	/	/	/	1.1	1285	-7.5%	/	/	/	-20.9	697
CCC1CCCCN1C(=O)COc1ccccc1NC(C)=O (stereo unspecified)	-0.0351	-0.314	-0.166	-0.0786	-0.1%	i	18.4	i	26.5	0.84	1173	-0.1	1095	3.1%	6.9	1.2	6.2	13.3	684
O=c1c2ccccc2nc2n1CCC2	-0.324	-0.32	-0.29	0.513	6.9%	i	37.9	i	9.2	0.07	1592	-0.8	1439	7.4%	3.7	3.0	6.1	/	/
Cc1cc(NC(=O)c2cccc(S(=O)(=O)N(C)C)c2)n(-c2ccccn2)n1	0.304	-0.0304	0.367	-0.34	0.4%	i	10.0	i	-0.1	0.05	972	/	/	-8.6%	11.8	5.8	21.0	-20.6	720
Cc1cc(OC(=O)C2CC2)c([N+](=O)[O-])c(=O)[nH]1	0.0519	-0.332	0.139	0.602	-1.2%	i	45.8	i	3.4	/	/	-0.6	1124	-1.2%	3.9	1.5	4.4	-8.8	747
Cc1ccc(C2(CCNC(C)c3cccs3)CCOC(C(C)C)C2)cc1 (stereo unspecified)	-0.619	0.0307	0.266	-2.1	-1.6%	/	/	i	12.1	-1.47	1500	-0.1	1533	5.1%	2.4	2.7	6.1	/	/
Cc1cc(C(=O)OCC(=O)c2ccc(Br)s2)no1	0.439	-0.185	0.199	-0.299	0.3%	i	35.2	i	2.5	0.53	1263	0.2	841	4.1%	1.6	1.8	5.1	/	/
COC(=O)c1cccc(NC(=O)c2onc3c2CCCC3)c1	0.655	-0.25	0.36	0.0259	-10.0%	i	28.6	i	5.2	0.16	1273	-4.1	572	4.4%	1.7	1.4	5.5	12.0	680
COc1ccc(CC(NC(C)=O)C(=O)NC2CCN(c3nc(C)cc(C)c3C#N)CC2)c(OC)c1 (stereo unspecified)	1.12	-0.215	1.08	0.0339	0.8%	i	28.8	i	10.1	/	/	-2.2	1171	-3.4%	3.5	1.6	11.0	/	/
COc1ccc(OC)c(C2=NOC(C(=O)NCc3cccs3)C2)c1 (stereo unspecified)	0.749	-0.344	-0.194	-0.87	-1.7%	i	57.0	i	0.8	-0.33	1145	-0.7	1061	5.0%	23.1*	38.3*	41.3*	-20.8	658
Nc1c(Cl)ncnc1N/N=C/c1cccnc1	1.53	-0.254	1.33	-0.777	/	i	22.8	/	/	/	/	0.4	1308	9.7%	/	/	/	15.0	721
CCOc1ccc(N2C(=O)CC(NC3CCCCNC3=O)C2=O)cc1 (stereo unspecified)	-1.52	-0.216	-0.982	1.84	-3.3%	i	0.6	i	-10.6	/	/	4.2	589	3.2%	2.2	2.0	4.8	-0.3	718
Fc1ccc(NC(=S)NN2CCOCC2)cc1Cl	-0.5	-0.321	-0.485	0.763	-0.9%	i	5.6	i	6.6	0.65	1398	-2.6	524	-3.7%	2.8	1.6	3.2	-4.0	712
CCN(CC)C(=O)CSc1nnc(COc2ccc(OC)cc2)n1N	0.0823	-0.32	0.296	-0.196	-1.3%	i	36.9	i	-10.2	0.38	1606	-1.4	1045	/	1.7	0.9	1.5	-4.8	653
Fc1ccc(COc2ccccc2-c2ccnc3ncnn23)cc1	0.169	-0.311	-0.0764	0.05	0.4%	i	19.5	i	-2.2	-0.28	1448	-2.3	1112	0.0%	3.1	1.5	6.7	-23.0	652
COc1ccc(-c2cc(C(=O)OCC(=O)N(C)C3CCS(=O)(=O)C3)c3ccccc3n2)cc1OC (stereo unspecified)	-0.74	-0.3	-0.444	1.17	-1.8%	i	38.0	i	-1.3	/	/	4.7	539	-6.9%	1.4	2.2	3.2	8.2	749
O=C1/C(=C/c2cccnc2)SC(=S)N1c1ccc(F)cc1	-0.652	-0.0979	-0.758	0.298	-2.2%	i	5.5	i	-12.2	0.32	1142	3.6	415	1.9%	1.9	2.9	1.0	19.3	559
Cc1cc(NC(=O)c2cc3n(n2)C(C(F)(F)F)CC(c2ccc(Cl)c(Cl)c2)N3)no1 (stereo unspecified)	-1.06	-0.189	-0.102	0.838	-0.7%	i	11.9	i	-8.7	0.3	1827	-1.8	1088	17.6%	2.2	3.2	9.5	11.7	607
COCC(=O)Nc1sc2c(c1C(=O)OC)C(C(=O)OC)CC2 (stereo unspecified)	0.433	-0.0971	0.25	0.866	/	i	52.3	i	-0.1	-0.26	1296	/	/	-4.8%	2.1	2.2	25.0	-10.3	633
O=C(Cn1cnc2c(nnn2-c2ccc(F)cc2)c1=O)NCC1CCCO1 (stereo unspecified)	-0.165	-0.26	0.234	0.893	-1.0%	/	/	i	-0.8	0.67	1071	0.2	1108	9.9%	3.2	1.8	4.5	-0.1	762
COc1ccc(C(=O)/C=C/Nc2ccc(S(=O)(=O)Nc3ncccn3)cc2)cc1	-0.232	-0.215	-0.123	0.0563	-1.9%	i	52.0	i	-11.1	0.13	1495	1.0	1170	-11.8%	3.8	1.2	7.4	26.5	671
COc1ccc(S(=O)(=O)N(C)C)cc1NCC(=O)Nc1ccc(Br)cc1F	0.81	-0.261	0.575	-0.469	-0.3%	i	28.1	i	5.7	/	/	-0.5	1337	-14.5%	1.4	1.4	7.0	-7.1	672
O=C(CO/N=C/c1ccccc1OC(F)F)NC1CCCCC1	1.33	-0.194	0.929	-1.41	-1.5%	i	54.7	i	2.5	-0.35	1283	0.8	1004	-2.6%	4.1	2.5	2.9	-8.9	507
O=S(=O)(NCc1ccccc1)c1cccc2nonc12	0.956	-0.189	0.84	0.751	-1.1%	i	14.5	i	19.0	-1.23	1187	-1.4	1231	3.0%	3.9	2.7	7.0	0.4	754
COc1ccccc1CN1C[C@@H]2C[C@@H](C3=Cc4cc(Cl)ccc4OC3)N3CCC[C@@]23C1=O	-0.177	-0.132	0.0474	-0.0198	0.1%	i	50.9	i	-31.6	0.14	1430	-0.4	1111	2.5%	1.7	2.6	7.2	-26.5	689
O=C(Nc1ccccc1C(F)(F)F)N1CCN(c2ccc3nncn3n2)CC1	-0.461	-0.168	0.184	-0.0942	-1.3%	i	57.1	i	-9.2	0.6	1750	0.0	1019	5.8%	3.7	3.1	11.5	0.5	649
COC(=O)c1nc(-c2ccc(C)cc2)oc1N(C)C	-0.5	-0.242	-0.0924	1.08	-1.7%	i	67.8	i	-11.6	-0.31	966	-2.8	1114	-6.7%	2.8	2.0	9.2	/	/
CCOC(=O)c1nc2sc3c(c2c(=O)[nH]1)CCC(C)C3 (stereo unspecified)	0.996	-0.261	0.802	-1.06	/	i	21.1	/	/	0.79	969	-0.7	1372	-3.6%	/	/	/	4.7	612
CCOC(=O)c1cnn(CCOC(=O)c2ccc(F)cc2)c1NC(=O)c1ccc(F)cc1	-0.648	-0.339	-0.645	0.918	-1.2%	i	20.6	i	3.9	-0.05	1402	-1.4	928	1.1%	4.2	1.9	2.5	9.7	611
CC(C)(C)OC(=O)NNC(=O)NC12CC3CC(CC(C3)C1)C2	-0.948	-0.351	-0.458	0.802	-0.2%	i	42.5	i	9.2	0.21	1570	4.0	935	-4.0%	2.3	3.8	5.3	26.0	688
CCC(OC(=O)c1ccco1)C(=O)NCc1ccco1 (stereo unspecified)	1.33	0.62	0.741	-1.69	-0.9%	i	27.4	i	35.4	1.9	1295	-3.1	679	16.0%	4.8	2.9	7.7	/	/
